cardiac RTF act: increases calcium sensitivity of human cardiac regulated thin filaments | IANBD-labeled TnC RTF fluorescence at EC20 calcium; 0% EC20 calcium, 100% full calcium | P19429+P45379 | actives 0.24% (n = 340,000) | AID 493008 | activation, % at 7.2 µM;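 active = activation above the mean over all tested compounds plus 3 SD, cut at about 30% in these data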;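 note: rise in fluorescence read as greater calcium sensitivity of cardiac thin filaments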
OPRM1-OPRD1 inv: inverse agonists of human mu-delta opioid receptor heterodimerization; AID 504357; P35372+P41143; inhibition, % at 9.3 µM; cell-based MOR-DOR heterodimer luminescence, inverse agonism; actives 0.21% (n = 340,000); in the data active = inhibition above about 22%, passing the limit was not always enough;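 note: 0% = cells with DMSO and 100% = wells without cells with DMSO; values of inactives mirror those of a sister screen read the other way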
Target sequence (P35372 whole entry, looked up): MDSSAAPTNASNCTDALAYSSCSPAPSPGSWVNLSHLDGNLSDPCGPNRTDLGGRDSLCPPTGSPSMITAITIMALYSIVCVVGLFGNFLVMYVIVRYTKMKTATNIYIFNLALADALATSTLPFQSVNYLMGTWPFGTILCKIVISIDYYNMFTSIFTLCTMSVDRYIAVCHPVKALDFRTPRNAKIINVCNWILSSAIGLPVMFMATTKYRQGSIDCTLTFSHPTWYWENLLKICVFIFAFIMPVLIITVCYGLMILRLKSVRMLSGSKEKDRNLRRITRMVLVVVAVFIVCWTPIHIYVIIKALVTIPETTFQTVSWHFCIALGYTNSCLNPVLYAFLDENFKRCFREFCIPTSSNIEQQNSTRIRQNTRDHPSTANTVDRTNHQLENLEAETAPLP
Target sequence (P41143 whole entry, looked up): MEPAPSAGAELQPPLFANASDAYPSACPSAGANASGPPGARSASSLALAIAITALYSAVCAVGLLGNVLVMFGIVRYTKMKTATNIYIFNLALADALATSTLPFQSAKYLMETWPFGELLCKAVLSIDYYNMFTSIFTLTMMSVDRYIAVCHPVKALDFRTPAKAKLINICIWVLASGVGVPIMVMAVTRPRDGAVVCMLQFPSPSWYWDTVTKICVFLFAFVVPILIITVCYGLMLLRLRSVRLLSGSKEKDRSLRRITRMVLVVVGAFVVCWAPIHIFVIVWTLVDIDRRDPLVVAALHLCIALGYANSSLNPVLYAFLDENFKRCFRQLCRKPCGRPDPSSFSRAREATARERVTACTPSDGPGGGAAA
LANA DNA inh: blocks KSHV LANA C-terminal domain binding to DNA; MBP-C-LANA/FAM-LBS DNA binding, fluorescence polarization; inhibition, % at 9 µM; actives 0.078% (n = 340,000); AID 504423;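 active = highest replicate inhibition at or above 60% at 9 µM, even if other replicates fall short; inactive = all replicates below 60% inhibition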;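 note: 0% = neutral control wells and 100% = 4 µM acridine orange control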
Keap1 Nrf2 FP: Keap1-Nrf2 (human) interaction inhibition | Q14145 | Keap1 Kelch-Nrf2 peptide fluorescence polarization, 1536-well | inhibition, % at 9.4 µM | actives 0.15% (n = 340,000); in the data active = inhibition above about 12%;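 note: human Keap1 Kelch domain with fluorescein labeled Nrf2 9mer peptide probe; 0% = neutral control wells and 100% = peptide positive control; higher means more block of Keap1 binding to Nrf2 peptide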
Wnt act: Wnt/beta-catenin pathway activation. Wnt/beta-catenin reporter cell assay, activator, plate reader. activation, % at 9.35 µM. actives 1.2% (n = 300,000); in the data active = activation above about 30%, passing the limit was not always enough;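 note: 0% = neutral control wells and 100% = positive control wells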
DSG3 Ab inh: inhibitors of pemphigus antibody binding to human desmoglein-3 | P32926 | DSG3-coupled beads, scFv-anti-DSG3-GFP binding, flow cytometry; stronger effect = lower value | binding (percent of control), % at 10 µM | actives 0.48% (n = 310,000);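 active = binding more than 3 SD below its plate's average and above zero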;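 note: hits lower antibody fragment binding to DSG3; some compounds called inactive have numbers as strong as hits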
MOR-DOR ag: OPRM1-OPRD1 heterodimerization agonism. P35372+P41143. cells, luminescence. activation, % at 9.3 µM. actives 0.3% (n = 340,000); in the data active = activation above about 18%;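 note: 0% = vehicle-treated cells and 100% = reference agonist; values of inactives mirror those of a sister screen read the other way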
Arr AP2 block: inhibitors of human beta-arrestin and AP2 interaction | FITC-arrestin peptide / GST-AP2 beads, flow cytometry; AP2 beta2 appendage carries R879A mutation | inhibition, % at 10 µM | actives 0.31% (n = 340,000);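 active = inhibition above a set limit, near 3 SD of compounds lacking own fluorescence, cut at about 54% in these data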;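 note: plate controls were DMSO wells for no effect and 5 µM unlabelled arrestin peptide for full effect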
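System: GST-AP2 R879A glutathione beads; medium: PBS, Tween 20 0.05%, BSA 0.1%; reagent: fluorescein-tagged arrestin peptide at 50 nM final; schedule: pre-incubation 12 min, peptide binding 1 h, room temperature; detection: flow cytometry, FL1 (488/535 nm); read-out: inhibition as reduced fluorescein signal on beads, percent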
Cardiac RTF inh: cardiac RTF calcium desensitization. P19429+P45379. IANBD-labeled cardiac RTF, Ca2+ fluorescence. inhibition, % at 7.15 µM. actives 0.12% (n = 340,000);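 active = inhibition above the mean inhibition of all tested compounds plus 3 SD, cut at about 17% in these data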;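 note: assay run at fixed EC70 calcium of 1.6 mM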
V-ATPase pH: regulators of yeast V-ATPase proton transport | S. cerevisiae, pHLuorin cytosolic pH fluorescence | actives 0.37% (n = 350,000) | AID 504577 | response, % at 10 µM; in the data active = response mostly above about 7.3%, no sharp cut-off; inactive = mostly below about 5.4%; note: actives read high; inactives centre near 0; some compounds called inactive have numbers as strong as hits; reference of the scale not given here
* = called active by the depositor; x = not tested or not shown. Rows are unselected, and some 3.1% of all compounds hit somewhere here.

SMILES	cardiac RTF act	OPRM1-OPRD1 inv	LANA DNA inh	Keap1 Nrf2 FP	Wnt act	DSG3 Ab inh	MOR-DOR ag	Arr AP2 block	Cardiac RTF inh	V-ATPase pH
C=CC#CC[N+]1(CC#Cc2ccccc2)CCOCC1	15	5	-8.2	-202	-2	231	-1.1	-213	-5	1
CCN(CC)S(=O)(=O)c1ccc(NC(=O)COC(=O)c2c[nH]c(=O)[nH]c2=O)cc1	-2	9	-1.7	1	0	100	-1.6	35	-6	-2
COc1ccc(CCn2c(=N)c(C(=O)NC3CCCC3)cc3c(=O)n4ccccc4nc32)cc1	2	19	7.8	4	1	103	-3.8	-2	-6	0
Cc1ccc2[nH]c(=O)c(-c3noc(CC(C)C)n3)cc2c1	-5	-2	0.0	-3	8	100	0.3	15	-2	-1
Cc1ccc(NC(=O)c2ccc(N/N=C/c3cccc(O)c3)c([N+](=O)[O-])c2)cc1	2	-85	1.3	-3	x	x	17	23	0	-2
COc1cccc(/C=C/C(=O)OCC(=O)Nc2cc(C(F)(F)F)ccc2Cl)c1	4	-25	2.0	3	x	102	5.0	34	-11	0
O=C(Nc1ccc2c(c1)oc1ccccc12)c1ccc(Br)o1	2	-1	-1.8	-1	-2	x	0.3	3	-8	-1
CCNC(=O)COc1ccc(/C=N/NC(=O)c2cccnc2)cc1OC	4	11	-0.8	-1	1	96	-2.0	-4	5	2
Cc1nc2c(N=Nc3ccccc3F)c(N)nn2c(N)c1C#N	-1	3	-0.5	2	-1	97	-0.5	11	-9	5
CCOc1ccc(NC(=O)CN(C)C(=O)CN2C(=O)NC3(CCCC3)C2=O)cc1OCC	0	-3	-3.3	4	-2	93	0.6	6	-2	2
O=C(Nc1ccc2c(c1)OCCO2)c1cccs1	-5	-15	1.0	-3	15	96	2.1	13	4	0
CCN(CCO)c1cc(Cl)nc(SC)n1	-1	6	-0.2	1	x	101	-1.1	0	0	-1
CN1CCN(C2=C(NS(=O)(=O)c3ccccc3)C(=O)c3ccccc3C2=O)CC1	2	-8	0.7	-1	x	102	1.6	2	-8	3
COc1cc(/C(C)=N/NC(=O)CN2CCN(S(=O)(=O)c3ccc(C)cc3)CC2)ccc1O	-2	13	1.2	-1	0	105	-2.5	-13	14	1
Cc1cc(C)n(C(=O)CSc2nc3ccccc3o2)n1	-1	-1	-0.4	2	x	97	0.2	10	-4	-1
COc1ccccc1-n1nc(C)cc1N	-3	17	-1.2	2	-1	115	-3.6	0	-2	1
Cc1nc2cc(NC(=O)CS(=O)(=O)c3ccc(F)cc3)ccc2s1	4	8	-0.4	-5	-1	101	-1.6	0	3	-3
Cc1cc(NS(=O)(=O)c2ccc(NC(=S)NC(=O)c3cccc(S(=O)(=O)N(C)C)c3)cc2)no1	2	14	0.5	0	-2	75	-3.2	17	-6	3
CC(=O)OCC1(C)CN(c2ccccc2)N(C(C)=O)C1=O (centres undefined)	10	40*	-0.1	0	8	92	-8.1	47	-2	-1
Cc1ccccc1S(=O)(=O)c1c(C)cc(C)n(CC(C)C)c1=O	-3	-26	-0.4	-4	x	103	4.5	26	8	6
Cc1ccccc1C1CCCN(Cc2nc(CC3CC3)no2)C1 (centres undefined)	3	-34	0.4	-3	0	106	6.3	-8	-1	-2
COc1ccc(-n2ncc3c2CC(C)(C)CC3NC(=O)c2c(C)cc(=O)oc2C)cc1 (centres undefined)	-6	14	0.1	-3	-3	x	-2.7	6	-2	-1
O=C(Nc1ccccc1C(F)(F)F)c1cc(S(=O)(=O)N2CCOCC2)ccc1F	-2	7	-0.9	-3	0	97	-1.2	6	-2	0
Cc1cc(C)c2cc(C(=O)N3CCN(c4ncccc4C(F)(F)F)CC3)[nH]c2c1	-5	-21	0.7	2	-1	97	4.3	0	-2	-7
O=C(Nc1ccccc1)c1ccc(S(=O)(=O)N2CCCCC2)cc1	-6	4	-0.5	-1	-1	99	-0.7	-7	-1	-3
O=C1NC(c2cccs2)Nc2sc3c(c21)CCCC3 (centres undefined)	6	-16	1.8	-7	x	106	2.8	4	-4	3
COc1cccc(CC(=O)Nc2nc(-c3cccnc3)cs2)c1	2	11	-0.6	-3	x	75	-2.1	12	-15	2
O=C1OC(c2ccccc2)=C/C1=C\N1CCOCC1	1	7	1.0	-4	x	105	-1.2	-5	-8	1
CNC(=S)N/N=C/c1cn(CCOc2ccccc2OC)c2ccccc12	-5	0	0.0	-3	x	101	0.1	-3	4	7
COc1ccc(C(c2nnnn2C2CCCC2)N2CCc3ccccc3C2)cc1OC (centres undefined)	-4	13	3.5	-4	1	113	-2.9	-13	1	1
COc1ccc(CCCc2nnc(SCC(=O)Nc3cc(C)c(C)cc3Br)o2)cc1	-1	3	-0.3	-1	x	104	-0.6	4	-1	1
C=CCNC(=S)N/N=C/c1cn(-c2ccccc2)nc1-c1ccc(OC)cc1	-3	-35	0.4	0	-2	95	5.7	9	-8	-1
COc1ccc(CCNC(=S)N2CCC(Cc3ccccc3)CC2)cc1OC	-2	8	0.5	2	-2	99	-1.5	1	3	0
CCCc1cc(=O)oc2c3c(cc(OCC(=O)NCCCn4ccnc4)c12)OC(C)(C)CC3	4	19	2.0	-1	-2	108	-3.7	-1	0	-2
O=C(NCc1ccccc1Cl)C1CCCN1S(=O)(=O)c1ccc(F)cc1 (centres undefined)	1	11	0.2	-2	-1	116	-2.1	-5	-4	-2
CCOc1ccccc1NC(=O)C1CCCN(S(C)(=O)=O)C1 (centres undefined)	3	8	-1.3	-1	1	105	-1.4	26	-2	-2
COc1ccc(-c2nc(CNS(=O)(=O)c3cc(OC)ccc3OC)cs2)cc1	1	0	-0.2	-5	-2	111	0.0	9	-8	1
O=C(CSc1nnc(-c2cccnc2)o1)N1CCCCC1	10	11	0.8	4	0	95	-1.8	33	3	-3
Cc1sc2nc(CSCC(=O)Nc3ccc(OC(F)F)cc3)[nH]c(=O)c2c1C	-4	14	1.3	-3	-2	114	-3.0	17	-1	4
O=c1c2ccccc2n(CC(O)CN2CCOCC2)c2ccccc12 (centres undefined)	-1	19	1.9	1	2	107	-4.1	23	-4	1
CCCN1CCN(C(=O)CS(=O)(=O)Cc2nc(-c3cccc(OC)c3)oc2C)CC1	1	12	1.6	-2	0	78	-2.3	-8	-4	1
Cc1ccc(CNC(=O)CCC2CCCN(Cc3c(C)nn(C(C)C)c3C)C2)o1 (centres undefined)	2	0	-0.7	-3	-2	103	0.0	0	2	-1
CCCNC(=O)c1ccccc1C(=O)NC1(C(=O)NCCC)CCCC1	-1	8	0.0	4	1	91	-1.6	-3	-3	4
O=C(COC(=O)c1ccccn1)NCc1ccccc1	0	12	0.3	-3	0	102	-2.1	6	-8	2
Cc1n[nH]c(=O)c2c(NC(=O)CSc3ccc(Br)cc3)oc(C)c12	-5	7	0.4	-3	-1	109	-1.1	-11	-9	6
O=C(O)C1Cc2ccccc2CN1C(=O)c1ccccc1 (centres undefined)	2	3	-2.4	-4	x	116	-0.6	-6	-9	3
Cc1cccc2c(C(=O)n3cccn3)cc(-c3ccccc3Cl)nc12	2	-1	1.1	-2	x	91	0.1	0	-8	2
O=C1CN(C(=O)COC(=O)[C@@H]2CC(O)CN2S(=O)(=O)c2ccc(Cl)cc2)c2ccccc2N1 (some centres undefined)	-2	13	0.0	-2	-2	89	-2.6	8	8	0

A section from the list above:
SMILES	cardiac RTF act	OPRM1-OPRD1 inv	LANA DNA inh	Keap1 Nrf2 FP	Wnt act	DSG3 Ab inh	MOR-DOR ag	Arr AP2 block	Cardiac RTF inh	V-ATPase pH
CCCN1CCN(C(=O)CS(=O)(=O)Cc2nc(-c3cccc(OC)c3)oc2C)CC1	1	12	1.6	-2	0	78	-2.3	-8	-4	1
Cc1ccc(CNC(=O)CCC2CCCN(Cc3c(C)nn(C(C)C)c3C)C2)o1 (centres undefined)	2	0	-0.7	-3	-2	103	0.0	0	2	-1

Later entries
SMILES	cardiac RTF act	OPRM1-OPRD1 inv	LANA DNA inh	Keap1 Nrf2 FP	Wnt act	DSG3 Ab inh	MOR-DOR ag	Arr AP2 block	Cardiac RTF inh	V-ATPase pH
COc1ccc(C2=C(C)CC(C)(C)NC2=O)cc1OC	0	6	-0.9	4	x	104	-1.1	18	-6	0
CC1COc2ccccc2N1S(=O)(=O)c1ccc(Cl)cc1 (centres undefined)	6	-89	1.8	-9	-4	98	15	11	-3	2
COCCCNC(=O)/C(C#N)=C/c1cc(C)[nH]c1C	8	1	1.7	-4	-1	108	-0.2	-11	4	3
CC(=NNC(=O)c1ccncc1)c1ccccc1O	1	-1	-0.5	-6	-4	116	0.1	3	-13	3
CCN(CC)Cc1c(C(=O)N/N=C/c2ccc(C)o2)nnn1-c1nonc1N	-7	-19	0.9	2	0	114	2.3	25	-17	-4
C=CCc1c(N(CC)CC)nc(C)[nH]c1=O	5	14	-0.1	-2	2	101	-2.8	34	-6	3
CCOC(=O)CN(C(=O)COc1nc(-c2ccccc2)cc(C)c1C#N)c1ccccc1C	x	x	x	x	-7	105	x	15	x	-2
CSc1nnc(-c2ccc([N+](=O)[O-])cc2)o1	0	4	-0.8	0	-1	95	-0.8	2	-6	1
Cc1cc(-c2ccccc2)nc(=O)[nH]1	2	5	3.5	7	-4	100	-1.0	0	6	-1
Brc1ccc(-c2c(-c3ccsc3)sc3ccccc23)cn1	1	5	0.7	-5	5	99	-0.9	-1	-3	1
O=C(CNC(=O)c1ccc(Cl)cc1Cl)OCn1nnc2ccccc2c1=O	-4	3	-0.6	-1	0	102	-0.5	31	-1	5
CCOc1ccc(N2CSC(=S)N(c3ccc(OCC)cc3)C2)cc1	1	9	-0.2	0	4	76*	-1.8	20	0	0
Cn1c(=O)cc(SCC(=O)N2CCN(c3ccccn3)CC2)c2ccccc21	4	14	2.0	3	4	x	-2.6	19	-9	0
Cc1c(NC(=O)c2ccc(Cl)nc2)cccc1-c1nc2cccnc2s1	0	5	-1.1	-4	-2	92	-0.9	5	0	2
Cn1nccc1C(=O)Nc1cccc(S(=O)(=O)N2CCOCC2)c1	-6	11	-2.4	4	-2	115	-2.0	28	-7	3
c1ccc2cc(Cn3ccnc3)ccc2c1	-2	19	-0.8	-6	-2	108	-3.7	-10	-5	-1
NC(=O)CC12CC3CC(C1)CC(CC(N)=O)(C3)C2	-1	6	-0.1	-1	x	98	-1.1	9	3	-2
Cc1cc(C)cc(N=c2c([N+](=O)[O-])nn(-c3ccc(Cl)cc3)n2O)c1	5	-54	0.0	-4	-8	95	11	28	-1	-4
COCCN(CC(=O)NCC1CCCO1)C(=O)CCC(=O)Nc1cc(C)on1 (centres undefined)	1	7	1.1	-6	3	56	-1.1	-2	3	-2
COc1cccc(NC(=O)CN(C)C(=O)/C=C/c2ccc3ccccc3n2)c1	3	-9	-0.8	-4	1	109	1.4	9	4	-1
Cn1nc(-c2ccc(C(=O)O)cc2)c2ccccc2c1=O	-1	4	-1.8	-1	x	102	-0.9	3	-9	-3
Cc1cc2c(ncn2Cc2ccccc2)c(NS(C)(=O)=O)c1C	3	19	0.6	0	-9	100	-3.6	29	0	-7

High-throughput results from PubChem.
